Cneo AK release – Cryptococcus neoformans cell lysis inducers, primary screen, AK release luminescence, single concentration; C. neoformans lysis, adenylate kinase release luminescence, 4 h; normalised: neutral wells 0, clomiphene wells 100; lysis activity, % at 15 µM; hit rate 0.2% among 360,000;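 active = mean lysis activity across replicates of at least 80%, whatever share of replicates individually reach that level; inactive = mean lysis activity below 80%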
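Material: C. neoformans cells | Amount: Yeast cell density of 5 × 10^6 cells/mL | Medium: Fresh YPD growth medium | Dosing: Single dose | Times: Static 4 h at 37 °C with compound, 1 h detection | Detection: AK luminescence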
ERAP1 HTS inh – human ERAP1 aminopeptidase inhibitors, primary screen, biochemical, single point, plate reader; recombinant ERAP1, Leu-AMC fluorescence, 60 min; inhibition, % at 10.7 µM; hit rate 0.15% among 340,000; AID 652197, 2013;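 active = mean replicate inhibition of at least 30%, or all replicates individually reaching that 30% level; inactive = mean below 30% and not every replicate reaching it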;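 note: 0% = neutral control wells and 100% = L-leucinethiol positive control wells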
C2C12 statin – suppressors of statin myotoxicity in C2C12 myotubes, primary screen, cell-based, single point, plate reader; C2C12 myotubes + simvastatin, ATP luminescence, 48 h; scaled: DMSO 0, geranylgeraniol control 100; hit rate 0.78% among 330,000; rescue of ATP level, % at 7.49 µM;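 active = mean ATP rescue above about 67%, or every replicate alone reaching that limit, limit read from the data, passing the limit was not always enough; inconclusive = no clear call, values can overlap the other calls; inactive = mean under the limit and some replicate under it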;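 note: myotubes were challenged with 10 µM simvastatin during compound exposure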
Xi reactivation – activators of inactive X chromosome reactivation, primary screen, imaging, XiGFP fibroblasts, GFP high-content imaging, set 2; hit rate 0.055% among 360,000; activation, % at 7.58 µM; AID 743238, 2013; XiGFP mouse fibroblasts, % GFP-positive cells imaging, 3 d; cells co-treated with 5-aza-dC sensitizer; scaled so ellipticine positive control = 100%;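 active = mean normalized replicate activation at least 10% and every replicate at or above 10%; inconclusive = only one of the two criteria met; inactive = mean below 10% and not all replicates reach 10%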;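 note: 0% = median of on-plate neutral control wells and 100% = ellipticine 6 µM median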
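Material: SV40-immortalized XiGFP fibroblast cells, line 68-5-11 | Buffer or medium: DMEM containing 5-aza-dC | Dosing: One concentration, pinned | Times: 3 d treatment, 15 min room-temperature fixation | Controls: Ellipticine 6 µM positive control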
LGR2 inh – inhibitors of bursicon-induced LGR2 CRE-luciferase signal, primary screen, cell-based, HEK293, CRE-luciferase reporter, bursicon stimulation; Drosophila bursicon receptor LGR2 (rickets); bursicon-stimulated, 4 h; inhibition, % at 9.99 µM; hit rate 0.35% among 380,000;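 active = drop in luminescence signal, shown as inhibition above about 50% in the replicate tests, limit read from the data, passing the limit was not always enough; inconclusive = probably only some replicates passing the limit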;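 note: agonist challenge used bursicon conditioned medium at about half maximal strength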
SIRT5 block – SIRT5 desuccinylase inhibitors, primary screen, biochemical, fluorescence imaging, single point, set 5; NAD-dependent protein deacylase sirtuin-5, mitochondrial (Homo sapiens), Q9NXA8; Purified SirT5, succinyl-peptide AMC, trypsin-coupled fluorescence; inhibition, % at 15 µM; hit rate 1.1% among 330,000; in the data active = inhibition above about 15%; inconclusive = no clear call, values can overlap the other calls
Target sequence (Q9NXA8 whole entry, looked up): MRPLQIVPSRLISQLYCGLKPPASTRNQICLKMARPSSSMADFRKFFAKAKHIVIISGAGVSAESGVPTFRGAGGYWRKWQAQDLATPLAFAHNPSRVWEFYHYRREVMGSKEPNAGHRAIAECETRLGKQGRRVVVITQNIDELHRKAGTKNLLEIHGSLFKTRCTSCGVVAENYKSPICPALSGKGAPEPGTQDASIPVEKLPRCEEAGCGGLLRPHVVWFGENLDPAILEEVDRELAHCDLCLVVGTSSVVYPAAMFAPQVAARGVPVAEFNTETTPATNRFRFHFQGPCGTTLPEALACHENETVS
S100A4 inh HTS – inhibitors of S100A4-myosin IIA peptide binding, primary screen, biochemical, fluorescence polarization, TAMRA-MyoIIA peptide | Protein S100-A4 (Homo sapiens), P26447 | inhibition, % at 10.7 µM | hit rate 0.14% among 360,000;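 active = mean inhibition of at least 70% across replicates, with every replicate also reaching that level; inconclusive = mean inhibition reaches 70% but some replicates fall short; inactive = mean inhibition below 70%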
Target sequence (P26447 whole entry, looked up): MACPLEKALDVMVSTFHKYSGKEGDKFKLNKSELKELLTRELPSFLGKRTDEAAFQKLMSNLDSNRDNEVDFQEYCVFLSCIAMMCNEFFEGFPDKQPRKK
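Material: human S100A4 monomer with TAMRA-labelled myosin IIA peptide; buffer or medium: HEPES pH 7.2 with CaCl2, KCl, NaCl, DTT, Triton; compound dosing: one concentration per compound; schedule: 5 min incubation before reading; benchmarks: neutral control DMSO, positive control TFP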
PGC1a acetyl inh – inhibitors of PGC1a acetylation signal, primary screen, cell-based, U2OS, AlphaScreen, inhibitor mode | AlphaScreen anti-acetyl-lysine; with virally co-expressed GCN5 acetyltransferase | inhibition, % at 15.6 µM | hit rate 0.17% among 350,000 | AID 651687, 2012;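 active = every replicate shows inhibition of at least 40%; inconclusive = mean inhibition at least 40% but some replicate below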;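 note: 0% = neutral control wells and 100% = positive control wells; some results beyond the cut were filed as inactive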
Active calls of the source: *; ? = inconclusive; / = not tested or not shown; & = joins results of further samples.

SMILES	Cneo AK release	ERAP1 HTS inh	C2C12 statin	Xi reactivation	LGR2 inh	SIRT5 block	S100A4 inh HTS	PGC1a acetyl inh
Cc1cccc(OCC(=O)Nc2cc(NC(=O)COc3cccc(C)c3)cc(C(=O)O)c2)c1	-1	0	10	0.2	2	-7	1	/
COCC(=O)Nc1ccc2c(c1)C(=O)N(C)[C@@H]1CC[C@H](CC(=O)NCc3ccccc3)O[C@H]1CO2	-1	1	3	0.3	-1	-2	-6	-1
C[C@@H]1CN([C@H](C)CO)C(=O)c2cccc(NC(=O)c3ccncc3)c2O[C@H]1CN(C)S(=O)(=O)c1ccc(F)cc1	-1	2	15	0.2	21	-1	11	-1
NC(=O)CN(c1ccccc1)C1SC(=O)N(Cc2ccccc2)C1=O (configuration not stated)	0	-3	13	/	1	-5	-12	6
CC(C)Oc1ccc(Cc2c(O)nc(NCCCN(C)C)[nH]c2=O)cc1	2	/	15	/	-2	/	/	-6
O=C(COC(=O)c1ccccc1OCc1ccccc1Cl)NCC1CCCO1 (configuration not stated)	0	-4	7	0.1	-3	-3	-3	5
O=C(C[C@H]1CC[C@H]2[C@@H](COC[C@H](O)CN2CC2CCCCC2)O1)NCc1ccc(Cl)cc1	3	0	-31	0.0	12	5	-10	-2
O=C(Oc1ccc(Br)cc1)c1cccnc1	4	-1	0	0.0	9	1	4	0
Cc1cc(NC(=O)CSCCc2ccncc2)no1	0	-4	-17	0.4	16	-1	-4	9
O=C(C[C@H]1CC[C@H]2[C@@H](COC[C@H](O)CN2Cc2ccc(Cl)cc2)O1)Nc1nccs1	-4	0	3	-0.1	-2	-3	-2	-6
CCOC(=O)c1cccc(NC(=O)CCOc2ccccc2)c1	/	2	/	0.0	-21	6	2	-7
O=C(C1CCCC1)N1CCCCN2[C@H](CO)[C@H](c3ccc(C#CC4(O)CCCC4)cc3)[C@H]2C1	-1	3	/	/	/	-26	-10	-4
O=C(Nc1cccc(F)c1)N1CCCCN2[C@H](CO)[C@@H](c3ccc(-c4ccccc4F)cc3)[C@@H]2C1	8	-4	/	0.2	7	6	7	-14
CC(C)NCC(O)COC1C2CC3CC(C2)CC1C3 (configuration not stated)	/	-3	/	0.0	-2	0	-2	0
COCCN(C(=S)Nc1c(C)cccc1C)C(C)c1ccco1 (configuration not stated)	-1	-2	7	-0.2	-12	-6	-4	-6
COc1ccc(-c2nc(CN3CCN(Cc4cccc(F)c4)CC3)c(C)o2)cc1	1	0	-9	0.2	-9	-4	-7	/
O=C(c1ccc(NS(=O)(=O)c2ccc(Cl)c(Cl)c2)cc1)N1CCOCC1	-6	2	2	0.1	19	-6	-1	/
O=C(CSc1nnc(NC(=O)c2ccccc2F)s1)Nc1ccccc1F	/	-3	/	0.0	-48	-7	5	/
CC(C)CNC(=S)Nc1ccc(Oc2ccccc2)cc1	/	-2	/	-0.1	-20	-4	-3	/
C[C@@H]1CCCCO[C@H](CN(C)CC2CCCCC2)[C@H](C)CN([C@H](C)CO)C(=O)c2cc(NC(=O)C3CCCCC3)ccc2O1	1	-1	/	-0.1	16	2	-16	18
COc1cc(C(=S)N2CCOCC2)ccc1OC(=O)c1ccc([N+](=O)[O-])cc1[N+](=O)[O-]	1	1	17	-0.1	19	-3	0	-9
Cc1noc(C)c1NC(=O)Nc1ccc2c(c1)C(=O)N([C@@H](C)CO)C[C@H](C)[C@H](CN(C)C(=O)Nc1c(C)noc1C)O2	-2	-1	-3	0.0	3	-2	-1	-1
CCOc1ccc(Cl)cc1S(=O)(=O)N1CCN(c2ccc(C)c(C)c2)CC1	-2	1	-9	/	6	1	-4	/
CSc1ccccc1C(=O)N1CCCC(CCC(=O)NCc2ccc(F)c(F)c2)C1 (configuration not stated)	1	0	/	-0.1	9	1	3	-1
CCCC#Cc1ccc2c(c1)O[C@H](CN(C)CC1CC1)[C@H](C)CN([C@@H](C)CO)S2(=O)=O	12	0	-34	-0.1	11	-3	-1	-13

Next part:
SMILES	Cneo AK release	ERAP1 HTS inh	C2C12 statin	Xi reactivation	LGR2 inh	SIRT5 block	S100A4 inh HTS	PGC1a acetyl inh
CCn1c(=O)c(C(=O)CN2c3ccccc3CC2C)c(N)n(Cc2ccccc2)c1=O (configuration not stated)	4	0	4	0.0	0	4	7	0
Cc1ccc(-c2c(C(=O)N/N=C/c3ccco3)nnn2-c2nonc2N)cc1	1	2	7	0.2	-9	4	2	/
CCN(C(=O)COC(=O)CCc1c[nH]c2ccccc12)c1c(N)n(Cc2ccccc2)c(=O)[nH]c1=O	-2	1	0	-0.1	9	-3	-1	/
COc1cc(OC)cc(C(=O)NCC(=O)OCC(=O)NC(C)CCc2ccccc2)c1 (configuration not stated)	-1	1	11	-0.1	-1	2	0	3
COc1ccccc1CN(C)C[C@@H]1OCc2cnnn2CCCC(=O)N([C@H](C)CO)C[C@H]1C	0&0	6&0	3&6&-13	-0.1&0.0	?	-3&0	0&5	-7&13&1
CCCN(CCC)CCCNc1ccc2nnc(-c3ccc(F)cc3)n2n1	-1	-9	-7	0.3	32	-3	0	-5
O=C(NC1CCCc2ccccc21)c1ccc2c(c1)OCO2 (configuration not stated)	2	7	-4	0.0	1	-6	-9	9
NC(N)=N/N=C/c1ccc(OCc2ccccc2Cl)cc1	16	-103	-14	/	1	-4	2	-7
O=C(O)c1cccc(Nc2c([N+](=O)[O-])c(=O)oc3ccccc23)c1	5	-8	6	-0.1	-7	1	-6	3
CC(C)CC#Cc1ccc([C@@H]2[C@@H](CO)N3C(=O)CN(S(=O)(=O)c4ccccc4)C[C@@H]23)cc1	/	2	/	0.0	10	-1	5	7
COc1ccc(CN(C)C[C@@H]2OCCCC[C@H](C)Oc3ccc(NC(=O)Nc4ccccc4)cc3C(=O)N([C@H](C)CO)C[C@@H]2C)cc1	50	/	/	0.2	2	/	/	-36
CCS(=O)(=O)N1CCC(C(=O)NCCc2ccc(C)cc2)CC1	1	1	10	/	-22	-2	-1	7
CCOC(=O)N1CCC(NC(=O)CCN2C(=O)COc3ccccc32)CC1	5	-1	-2	/	3	-1	1	-6
COC(=O)c1ccc(CSc2nnnn2-c2ccc(C)cc2C)o1	-2	0	2	/	-7	0	1	2
CN1CCN(S(=O)(=O)c2cc(C(F)(F)F)ccc2Cl)CC1	1	-1	11	-0.1	-13	-1	2	7
CC(C)NC(=O)Nc1cccc2c1O[C@H](CN(C)C(=O)Nc1ccc3c(c1)OCO3)[C@@H](C)CN([C@H](C)CO)C2=O	2	-1	5	-0.1	/	1	-9	-3
Cc1cc(-c2n[nH]c(=S)n2CC(C)C)cs1	/	-4	/	0.0	-9	1	-6	/
COc1ccc(-n2c(CNC(=O)c3cccs3)n[nH]c2=S)cc1	-12	8	5	0.1	29	2	1	11
O=S(=O)(NCCCc1ccccc1)c1ccc(Cl)cc1	3	-5	/	0.2	/	3	6	-6
COc1cc(S(=O)(=O)n2nc(C)cc2C)c(OC)cc1Cl	-3	10	-12	/	15	1	-4	-6
CCOc1ccccc1N1CCN(C(=O)NC2CCCCC2)CC1	-1	0	/	0.1	0	-2	-4	-9
Oc1ccc(/C=C/c2cnccn2)cc1	/	2	/	0.2	-28	2	-1	/
COc1ccc(CCN2CC(C(=O)OCC(=O)c3c(N)n(CC(C)C)c(=O)n(C)c3=O)CC2=O)cc1OC (configuration not stated)	6	-1	0	-0.1	-11	0	-4	-2
CCCCn1nc2cc(C(=O)NCc3ccc(OC)cc3)ccc2c1OCC	5	-1	1	0.1	-3	/	-1	/
CC(CNC(=O)C1CCCN(S(=O)(=O)N2CCOCC2)C1)c1ccccc1 (configuration not stated)	/	-3	-1	0.0	10	-3	1	-12

Quoted at random: three records from the list, in no set order.
SMILES	Cneo AK release	ERAP1 HTS inh	C2C12 statin	Xi reactivation	LGR2 inh	SIRT5 block	S100A4 inh HTS	PGC1a acetyl inh
CCn1c(=O)c(C(=O)CN2c3ccccc3CC2C)c(N)n(Cc2ccccc2)c1=O (configuration not stated)	4	0	4	0.0	0	4	7	0
CCS(=O)(=O)N1CCC(C(=O)NCCc2ccc(C)cc2)CC1	1	1	10	/	-22	-2	-1	7
Cc1cc(-c2n[nH]c(=S)n2CC(C)C)cs1	/	-4	/	0.0	-9	1	-6	/

The list continues.
SMILES	Cneo AK release	ERAP1 HTS inh	C2C12 statin	Xi reactivation	LGR2 inh	SIRT5 block	S100A4 inh HTS	PGC1a acetyl inh
Cc1ccc([N+](=O)[O-])cc1Nc1nc(N2CCCC2)nc(N2CCCC2)n1	1	-2	-4	0.5	7	-2	-3	-15
Cc1nn(C)cc1NC(=O)C[C@@H]1CC[C@H]2[C@@H](COc3ccc(NC(=O)NC(C)C)cc3C(=O)N2C)O1	5	-2	-5	0.3	13	-5	10	7
Cc1sc2ncn(CC(=O)Nc3cccc(S(N)(=O)=O)c3)c(=O)c2c1-c1ccccc1	3	-3	-11	-0.1	4	-3	-1	1
COc1cc2c(cc1OC)-c1cc(N3CCc4ccccc43)nc(=O)n1CC2	/	0	/	0.6	-5	-6	9	14
Cc1ccccc1-n1nc2c(c1NC(=O)CC(C)C)CS(=O)C2 (configuration not stated)	0	3	10	0.2	8	-3	-1	7
COc1cccc(NC(=S)N(Cc2ccc(C(=O)O)cc2)Cc2ccc(OC)c(OC)c2)c1	-2	3	-3	0.0	-32	-1	0	-1
COc1ccc(NC(=O)CN(C)C(=O)CN2C(=O)NC3(CCCC3)C2=O)cc1	1	-2	7	-0.1	-2	-4	-3	-2
COc1ccc(S(=O)(=O)N(C)C[C@H]2Oc3ccc(NC(=O)Nc4ccccc4)cc3C(=O)N([C@H](C)CO)C[C@H]2C)cc1	0	2	-2	0.6	5	0	20	-7
O=C(NC(CC1CCCCC1)C(=O)O)c1ccccc1 (configuration not stated)	-1	5	6	0.2	4	-2	4	2
NC(N)=NC(=O)c1nc(Cl)c(N2CCCCCC2)nc1N	7	7	-36	-0.1	-57	-1	5	3
COC(=O)[C@@]12C[C@@H](CC(=O)N3CCCC3)C(=O)N(CCc3ccc(OC)c(OC)c3)C1=CCC(C)(C)C2	/	-3	/	0.1	-11	/	0	/
O=[N+]([O-])c1ccc(C2=Nn3cnnc3SC2)cc1	0	4	/	0.7	1	1	-1	13
O=C1NCCC/C1=N/Nc1ccc(F)cc1	/	-2	/	0.2	-51	-1	-6	/

Record cards (already shown):
`NC(N)=NC(=O)c1nc(Cl)c(N2CCCCCC2)nc1N` across the screens: Cneo AK release: 7; ERAP1 HTS inh: 7; C2C12 statin: -36; Xi reactivation: -0.1; LGR2 inh: -57; SIRT5 block: -1; S100A4 inh HTS: 5; PGC1a acetyl inh: 3
`COc1cc2c(cc1OC)-c1cc(N3CCc4ccccc43)nc(=O)n1CC2` across the screens: Cneo AK release: /; ERAP1 HTS inh: 0; C2C12 statin: /; Xi reactivation: 0.6; LGR2 inh: -5; SIRT5 block: -6; S100A4 inh HTS: 9; PGC1a acetyl inh: 14

Bioassay records: PubChem BioAssay, Broad Institute

A portion of the library; count on the stated rates, not on these rows.
